# Bioassay records deposited in PubChem by Sanford-Burnham Center for Chemical Genomics.
# NOD2 inhibition: NOD2 signaling inhibitors, cell-based, luminescence, uHTS, HEK293 (AID 1566) | 290,000 compounds, 0.63% hits | HEK293 NOD2/NF-kB luciferase reporter, luminescence; higher % means a stronger effect | inhibition, % at 4 µM, or EC50 in µM where a hit was titrated; in the data active means inhibition above about 50%; further: many of its hits are not listed in these tables
# NOD1 NF-kB reporter: NOD1 signaling inhibitors, primary screen, cell-based, luminescence, uHTS (AID 1578). 290,000 compounds, 1% hits. inhibition, % at 4 µM, or EC50 in µM where a hit was titrated. NOD1-driven NF-kB luciferase reporter cells, luminescence; higher % means a stronger effect; in the data active means inhibition mostly above about 36%, no sharp cut-off; inactive means mostly below about 34%;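 further: HEK-293T reporter cells stimulated with the NOD1 agonist gamma-tri-DAP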
# Numbers without * were called inactive. Some of the compounds tested (hit frequency here may not be typical).
SMILES,NOD2 inhibition,NOD1 NF-kB reporter
O=C(CNC(=O)c1ccc(Cl)cc1)c1ccc(Br)cc1,0%,-7%
CCCCn1c(SCC(=O)Nc2ccc(NC(C)=O)cc2)nc2ccccc2c1=O,18%,-1%
CN(C)C=NC(=O)c1[nH]c2ccc(Cl)cc2c1-c1ccccc1,26%,10%
CCCCCCCC(=O)Nc1cc(C(=O)NCc2ccc(C)cc2)ccc1N1CCC2(CC1)CC(c1ccccc1)=NO2,-38%,-10%
COc1ccc(/C=C(/NC(=O)c2ccco2)C(=O)Nc2cccc(C(=O)O)c2)cc1,7%,-20%
COc1ccc(CNC(=O)CN(C(=O)c2csnn2)c2ccccc2F)cc1,-8%,-4%
Cc1ccccc1NC(=O)CN1C(=O)S/C(=C/c2cccnc2)C1=O,-27%,4%
CCN(CC)c1ccc(N2C(=NC(=O)C3CCCO3)SC3CS(=O)(=O)CC32)cc1 (centres undefined),7%,-14%
CCc1cc(CNC(=O)C2CCC(=O)N(Cc3cccc(F)c3)C2)on1 (centres undefined),-11%,-30%
O=C1CN(C(=O)c2ccccc2[N+](=O)[O-])C(c2ccccc2)c2cc(Br)ccc2N1 (centres undefined),14%,-11%
CC(=O)c1ccc(OCc2cc(C(=O)N(C)Cc3ccccn3)no2)cc1,-6%,-45%
CC1CCCCN1CCCNC(=O)C1CCN(c2nnc(-n3cccc3)s2)CC1 (centres undefined),11%,-6%
O=C(NCCOc1ccc(F)cc1)C1CCC(=O)N(CC2CCCCC2)C1 (centres undefined),8%,4%
OCCC1CN(Cc2cc3ccccc3o2)CCN1Cc1ccc(F)cc1 (centres undefined),-14%,-31%
Cc1ccccc1OCCOC(=O)c1c(-c2ccccc2)noc1C,-10%,-17%
Cc1ccc(NS(=O)(=O)c2ccc3c(c2)NC(=O)CCS3)c(Cl)c1,20%,6%
CCOc1cccc(C2/C(=C(/O)c3ccc4c(c3)CC(C)O4)C(=O)C(=O)N2Cc2cccnc2)c1 (centres undefined),6%,-30%
COc1ccc(NC(=O)CN(c2c(C)cccc2C)S(C)(=O)=O)cc1,6%,10%
CCOc1ccc(CNCCCSc2ncccn2)cc1,13%,7%
c1ccc(-c2nc(-c3cccnc3)cs2)cc1,-22%,-22%
COc1ccc(NC(=O)[C@@H](NC(=O)N2C[C@H]3C[C@@H](C2)c2cccc(=O)n2C3)C(C)C)cc1OC,12%,-19%
Cc1ccc(C)c(Cn2nnc3c(=O)[nH]c(C4CCN(S(=O)(=O)c5ccc(S(=O)(=O)N(C)C)cc5)CC4)nc32)c1,13%,-11%
O=C(NCCCN1CCCCC1)c1ccc2c(c1)ncn2C1CCCC1,7%,-20%
COc1ccc2oc(C(=O)OCC(=O)N3CC(C)OC(C)C3)c(C)c2c1 (centres undefined),9%,-27%
O=C1C(Cl)=C(N2CCOCC2)C(=O)N1c1ccccc1F,-5%,12%
Cn1nc(C(=O)NCCCN2CCCCC2)c2c1-c1ccccc1SC2,17%,-8%
COc1ccc(CCN(C)C2CCCN(S(C)(=O)=O)C2)cc1OC (centres undefined),3%,-29%
CCOC(=O)N1CCC(NC(=O)c2ccc3c(c2)N(C)C(=O)/C(=C/c2cccc(OC)c2)S3)CC1,36%,38%
COc1cccc(-c2ccc(NC(=O)C3CCCN(Cc4cnn(C)c4)C3)cc2)c1 (centres undefined),-4%,-9%
O=C(CCS(=O)(=O)c1ccccc1)Nc1nnc(-c2ccco2)o1,-7%,-8%
CCCc1c(C(=O)N/N=C/c2sccc2C)nnn1-c1nonc1N,11%,-18%
CN1CCN(CC#Cc2ccccc2)CC1CCO (centres undefined),1%,0%
COc1ccc(Cl)cc1NC(=S)NC1CCCC1,-10%,55%
CN1C(=O)C2(OCC(C)([N+](=O)[O-])CO2)c2ccccc21 (centres undefined),10%,-13%
COc1cc(OC)cc(C(=O)Nc2cc(C)nn2-c2ccccc2)c1,13%,-10%
COc1cccc(NC(=O)CSc2nnnn2C2CCCC2)c1,0%,-11%
CC(C)OCCCNC(=O)COCC(=O)Nc1ccc(OCCc2ccccc2)cc1,11%,-4%
CCN1C(=NCC(C)C)N[C@@H](c2cccc(C(F)(F)F)c2)C(C(=O)OC)=C1C,-5%,-19%
CCc1ccc(-c2cc(C)no2)cc1S(=O)(=O)N1CCN(C(=O)c2ccco2)CC1,19%,1%
COc1ccc(CNCc2ccc(C)cc2)c(OC)c1,5%,-18%

# The closing four entries of the part above come first, to join the parts:
SMILES,NOD2 inhibition,NOD1 NF-kB reporter
CC(C)OCCCNC(=O)COCC(=O)Nc1ccc(OCCc2ccccc2)cc1,11%,-4%
CCN1C(=NCC(C)C)N[C@@H](c2cccc(C(F)(F)F)c2)C(C(=O)OC)=C1C,-5%,-19%
CCc1ccc(-c2cc(C)no2)cc1S(=O)(=O)N1CCN(C(=O)c2ccco2)CC1,19%,1%
COc1ccc(CNCc2ccc(C)cc2)c(OC)c1,5%,-18%
CCOc1ccc(-n2ccc(=O)c(C(=O)Nc3ccc(S(=O)(=O)Nc4ncccn4)cc3)n2)cc1,10%,-14%
Cc1ccc(S(=O)(=O)NCC(C)NC(=O)CN2CCOCC2)cc1 (centres undefined),-8%,-24%
Cc1ccc(-c2ccccc2NC(=O)CS(=O)CC(=O)Nc2ccc(C)c(Cl)c2)o1 (centres undefined),-2%,-22%
Cc1ccccc1NC(=O)CN1C(=O)c2cccnc2Oc2ccc(Cl)cc21,29%,21%
Cc1cccc(N2CCN(C(=O)NC3CCCCC3)CC2C)c1 (centres undefined),-3%,1%
CC(=O)N1c2ccc(S(=O)(=O)NCC3CCC(C(=O)N4CC(C)CC(C)C4)CC3)cc2CC1C (centres undefined),29%,8%
Cc1cc(C)c(NC(=O)COC(=O)C2CCC2)c(Cl)c1,-1%,-19%
COc1cc(OC)c(OC)cc1CNC(=O)c1cc(=O)c2ccccc2o1,-2%,1%
Cc1c(CN2CC[C@@H](N3CCN(c4ccccn4)CC3)[C@H](O)C2)[nH]c2ccc(F)cc12,15%,-21%
CN(CC(=O)Nc1ccccc1Br)C(=O)c1cccnc1Nc1cccc(C(F)(F)F)c1,-4%,-30%
CC(=O)c1ccc(NC(=O)CCNS(=O)(=O)c2cc(Br)cnc2N)cc1,6%,-8%
C/C(=N\NC(=O)c1ccc(N(C)C)cc1)c1cccnc1,-7%,-51%
CC(=O)c1ccc(N(CC(=O)NC2CCCC2)C(=O)CCC(=O)Nc2cc(C)on2)cc1,-9%,-29%
CC(C)=CCN1CCN(Cc2cc3ccccc3[nH]2)CC1CCO (centres undefined),0%,0%
COc1ccccc1NS(=O)(=O)c1cc(C(=O)N2CCN(C/C=C/c3ccccc3)CC2)ccc1C,34%,-13%
Cc1ccc(C)c(S(=O)(=O)N2CCN(C(=O)Cc3ccsc3)CC2)c1,22%,-5%
CCc1ccc(NC(=O)Nc2cc(C(=O)O)ccc2N2CC3CC(C2)c2cccc(=O)n2C3)cc1 (centres undefined),2%,-16%
Nc1cccc2c3c(oc12)CCCC3,-6%,-20%
COc1ccc(OC)c(NC(=O)c2oc3c(c2C)C(O)CC(C)(C)C3)c1 (centres undefined),18%,-7%
CC1(C)Cc2c(cnn2-c2ccc(F)cc2)C(NC(=O)CN2CCCC2=O)C1 (centres undefined),-13%,-18%

# 4 structures already listed, sorted by length of the SMILES, low to high:
SMILES,NOD2 inhibition,NOD1 NF-kB reporter
COc1cccc(NC(=O)CSc2nnnn2C2CCCC2)c1,0%,-11%
Cc1ccccc1NC(=O)CN1C(=O)S/C(=C/c2cccnc2)C1=O,-27%,4%
Cc1ccc(C)c(S(=O)(=O)N2CCN(C(=O)Cc3ccsc3)CC2)c1,22%,-5%
CCOc1ccc(-n2ccc(=O)c(C(=O)Nc3ccc(S(=O)(=O)Nc4ncccn4)cc3)n2)cc1,10%,-14%

# Taken from above.
# CCOc1ccc(-n2ccc(=O)c(C(=O)Nc3ccc(S(=O)(=O)Nc4ncccn4)cc3)n2)cc1 @ NOD1 NF-kB reporter = -14%
# CN(CC(=O)Nc1ccccc1Br)C(=O)c1cccnc1Nc1cccc(C(F)(F)F)c1 @ NOD2 inhibition = -4%
# COc1ccc(CNCc2ccc(C)cc2)c(OC)c1 @ NOD2 inhibition = 5%

# Further entries:
SMILES,NOD2 inhibition,NOD1 NF-kB reporter
COC(=O)/C=C1\N/C(=N/c2nc(C)c3cc(OC)ccc3n2)NC1=O,17%,-15%
Cc1ccc(NC(=S)N2CCC(NC(=O)c3cccc(F)c3)CC2)cc1,-19%,-38%
COc1cccc(/C=C/C(=O)N2CC(C)OC(C)C2)c1OC (centres undefined),-5%,-17%
CC(c1nccs1)N(C)C(=O)c1cn(Cc2cccc3ccccc23)nn1 (centres undefined),-23%,-45%
C/C(=N\Nc1nncc2ccccc12)c1ccc(O)cc1,-96%,-8%
O=C(O)c1cc(N/N=C/c2c(O)ccc3ccccc23)ccc1Cl,-92%,-10%
COC(=O)c1cc(CNC(=O)c2sccc2-c2ccccc2)ccc1OC,-2%,-28%
CN(C)CCNS(=O)(=O)c1ccc(N2CCc3ccccc32)c([N+](=O)[O-])c1,26%,1%
CC(C)N1CCC(n2nccc2NC(=O)c2ccc3c(c2)OCO3)CC1,9%,-29%
O=C(c1cc(Br)c[nH]1)N1CCCCC1,-1%,-7%
COc1cccc(CNC(=O)Cn2ccc3cc(S(=O)(=O)N4CCCCCC4)ccc32)c1OC,24%,8%
CCC(C)[C@H](NS(=O)(=O)c1ccc(C)cc1)C(=O)N1CCC(C(=O)N[C@H](C(=O)O)c2ccccc2)CC1 (some centres undefined),11%,-21%
COc1ccccc1CN1CC(C(=O)NCc2ncccc2C)CCC1=O (centres undefined),4%,-10%
Cc1cccc(C)c1NC(=O)CCS(=O)(=O)c1cccc2nonc12,-9%,-25%
Cc1cc(-c2ccc(C)c(S(=O)(=O)Nc3cc(C)on3)c2)on1,6%,-13%
CCCCC(=O)Nc1c(-c2ccc(OC)c(OC)c2)c(=O)c2ccccc2n1C,17%,0%
O=C(NCCN1CCN(C(=O)c2c(F)cccc2F)CC1)C(=O)Nc1ccc(Cl)cc1,16%,-8%
CCOC(=O)c1ccsc1NC(=O)CCS(=O)(=O)c1ccccc1,1%,1%
COCCNC(=O)C(c1ccc(F)cc1)N(Cc1ccccc1)C(=O)CCC(=O)Nc1nccs1 (centres undefined),3%,3%
CC(C)N(C(C)C)S(=O)(=O)c1ccc(NC(=O)c2cnccn2)cc1,-1%,-1%

# A different layout for some results above.
# Below each compound – NOD2 inhibition | NOD1 NF-kB reporter
Cc1cccc(C)c1NC(=O)CCS(=O)(=O)c1cccc2nonc12
 : -9% | -25%
Cc1cc(-c2ccc(C)c(S(=O)(=O)Nc3cc(C)on3)c2)on1
 : 6% | -13%

# Additional compounds
SMILES,NOD2 inhibition,NOD1 NF-kB reporter
CN1CCc2c(sc3nc(SCC(=O)N4CCCCC4)n(-c4ccccc4)c(=O)c23)C1,16%,-36%
O=C(Nc1cccc(Cl)c1N1CCOCC1)c1cccnc1,-18%,-10%
O=C(NCCOc1ccccc1)C1CCC(=O)N(Cc2ccc(Cl)cc2)C1 (centres undefined),-2%,-19%
COc1ccc(Cl)cc1NS(=O)(=O)c1cccc(C(=O)NCC2(N(C)C)CCCCC2)c1,4%,-21%
Oc1ccc(Nc2nc(-c3ccccc3)nc3ccccc23)cc1,-3%,-3%
CCOc1ccc(CCNS(=O)(=O)c2ccc3c(c2)NC(=O)CO3)cc1OCC,-6%,-22%
CNC(=O)CSc1nc2cccnc2n1C1CCCCC1,8%,1%
CN(C)c1ccc(CN(C(=O)c2ccccc2Br)C2CCS(=O)(=O)C2)cc1 (centres undefined),8%,-30%
CC(=O)c1ccc(OCCCOc2cccc3cccnc23)cc1,10%,-24%
CN(CCC1CCOCC1)C(=O)C1CCC(=O)N(CCc2ccccc2)C1 (centres undefined),11%,-3%
COc1cc(NC(=O)C2CC(c3ccc(Cl)cc3)=NO2)cc(OC)c1OC (centres undefined),12%,10%
O=c1[nH]c(/C=C/c2ccc([N+](=O)[O-])cc2)c([N+](=O)[O-])c(=O)[nH]1,6%,24%
CN(C)c1ccc(C(C(=O)NC2CCCC2)N(Cc2cccnc2)C(=O)c2snc(C(N)=O)c2N)cc1 (centres undefined),-1%,-2%
O=C(COc1cccc(Cl)c1)NCc1ccccc1,-6%,-13%
O=C(NC1CCCCC1)c1cc(-c2ccc(F)cc2)on1,-55%,-9%
COc1ccc(CC(=O)Nc2c(C(=O)N3CCN(c4ncccn4)CC3)oc3ccccc23)cc1,12%,-18%
CSc1cccc(NC(=O)CCn2c(=O)c3cccn3c3cccnc32)c1,29%,-16%
CCOC(=O)c1ccc(N2C=C(C(=O)OC)C(c3ccc(OC)c(O)c3)C(C(=O)OC)=C2)cc1,-21%,1%
CC(C)Oc1cccc(C(=O)Nc2ccc(N3CCN(C)CC3)cc2)c1,-12%,-47%
Cc1cc(C)c[n+](CC(=O)c2ccccc2)c1,-8%,-43%
CCN(CC(=O)Nc1c(F)cccc1F)C(=O)CCCc1c[nH]c2ccccc12,-10%,-4%
CN(C)S(=O)(=O)c1ccc(Cl)c(C(=O)Nc2ccc(S(=O)(=O)N3CCOCC3)cc2)c1,4%,24%
Cc1ccccc1CC1SC(N=C(N)N)=NC1=O (centres undefined),-4%,-4%
Cc1cccc(CC(=O)NCC2CCCCC2)c1,-29%,-56%
